From PubChem BioAssay
Autophagy mod – modulators of autophagy; calls only at 10 µM (by protocol); MEF GFP-LC3 puncta imaging; test concentration mostly 10 µM; hit rate 0.98% among 190,000;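 active means percentage of spot-positive cells more than 3 SD above its plate mean, without a fluorescence outlier flag or 80% toxicity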;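 further: spot-positive cell cutoff set from DMSO-treated cells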
M1AAP inhibition – malaria alanyl aminopeptidase activity blockers – biochemical, fluorogenic H-Leu-NHMec substrate, 1536-well (AID 1445); recombinant M1AAP, H-Leu-NHMec fluorogenic kinetic assay; higher % means a stronger effect; inhibition, % at 30 µM, or IC50 in µM where a hit was titrated; hit rate 0.42% among 220,000;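 active means primary inhibition above the hit cutoff, then over 50% inhibition at one or more dose response concentrations, cut at about 23% in these data, passing the limit was not always enough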;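 further: plate controls were DMSO full reaction for no effect and no enzyme background for full effect; strong numbers were not always called active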
Yfh1-off respiration – enhancers of respiration in Yfh1-depleted yeast, dose response, Friedreich's ataxia, plus single-dose screen (AID 1465); one-dose fold induction at 50 µM; EC50 in µM for titrated hits; S. cerevisiae Yfh1-off respiration, WST-1 reduction, 72 h; higher fold induction means a stronger effect; hit rate 0.074% among 220,000;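 active means fold induction of absorbance versus untreated yeast above a set limit, then at least 30% activation at any dose in follow-up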;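 further: activators that raise dye reduction in frataxin-depleted yeast; strong numbers were not always called active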
P. falciparum M17LAP – P. falciparum M17LAP inhibitors, primary screen, biochemical, fluorogenic H-Leu-NHMec substrate, 1536-well (AID 1619) | recombinant M17LAP, H-Leu-NHMec fluorogenic kinetic assay; higher % means a stronger effect | hit rate 0.38% among 220,000 | one-dose inhibition, % at 30 µM; IC50 in µM for titrated hits;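 active means compound inhibiting the enzyme by more than half at any dose during confirmatory dose-response retesting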;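 further: plate controls were full reaction with DMSO carrier for no effect and no enzyme background for full effect; strong numbers were not always called active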
Dynein cargo inh – blocks dynein driven cargo transport along microtubules. hit rate 0.47% among 220,000. 3617.4 mouse cells, GR-EGFP nuclear translocation imaging; test concentration mostly 20 µM; stimulated with dexamethasone, 1 µM; stronger effect = lower value. z-score, hits read low;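 active means plate z-score of nuclear minus cytoplasmic receptor signal below a set negative limit, without overly bright fluorescence or cell loss, cut at about -3.5 in these data, passing the limit was not always enough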;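 further: z-score of nuclear minus cytoplasmic ring GR-EGFP intensity difference per well; some compounds called inactive have numbers as strong as hits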
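Buffer or medium: tet-free medium with charcoal-stripped serum / Also added: dexamethasone agonist, 1.0 µM final, for 30 min / Timing: induction 48 h, compound 1 h, agonist 30 min / Measured by: high-content fluorescence imaging after fixation / Read-out: nuclear-to-cytoplasmic GR-EGFP distribution per well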
MT stabilize HCS – microtubule stabilization, imaging screen; AID 2205; hit rate 0.83% among 200,000; HeLa tubulin immunostaining HCS, 24 h; share of cells brighter than vehicle mean+2SD; % tubulin-high responders, % at 10 µM;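 active means plate Z-score above 3 for both tubulin-high and condensed-nucleus cell shares, with cell loss under 80%, at 10 µM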;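 further: anti alpha tubulin signal scored within the nucleus-defined area of each cell; some results filed as inactive read as strong as hits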
WT yeast gro inh – growth inhibition of WT yeast, mitochondrial fusion screen; AID 1362; inhibition, % at 10 µM; mitochondrial fusion phenotypic screen, WT strain; hit rate 2.1% among 190,000; in the data active means inhibition above about 58%; tested in S. cerevisiae
bCat nuc transl – beta-catenin nuclear translocation modulation; HeLa beta-catenin nuclear translocation, immunofluorescence imaging; nuclear translocation activity, % at 5 µM; hit rate 0.3% among 190,000; AID 1665;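 active means nuclear translocation activity above 50% at 5 µM, with a well cell count of 50 or more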;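 further: per-cell ratio of nuclear to cytoplasmic median beta-catenin stain intensity; plate controls were DMSO negative control for no effect and GSK-3 inhibitor IX positive control for full effect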
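Test system: HeLa cells, endogenous beta-catenin; Compound: single 5 µM dose plus 0.02–20 µM confirmation series; Times: compound exposure 24 h at 37°C; Signal: fluorescence imaging of beta-catenin antibody stain plus DAPI; Read-out: % activation, nuclear-to-cytoplasmic median beta-catenin signal ratio per cell.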
T cell modulator – modulates CD8 T cell binding to vesicles. 2C CD8+ T cell-vesicle binding, flow cytometry; stronger effect = lower value. calls only at 7 µM. hit rate 0.068% among 330,000. AID 2052;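 active means response, share of CD8 T cells binding vesicles, and their 90th percentile fluorescence all below set limits, cut at about 80% in these data, passing the limit was not always enough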
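Material: 2C TCR transgenic mouse naive CD8+ T cells, MACS-purified. Also added: QL9-charged Drosophila Ld/ICAM-1/B7-1 vesicles. Timing: binding 1.5 h at 37 °C. Measured by: high-throughput flow cytometry with anti-B7-1 and anti-CD8 staining. Read-out: percent CD8+ FL2 mean versus row control. Controls: Unloaded micro-vesicles (low), QL9 vesicles with 0.7% DMSO (high).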
WT yeast gro inh mutant strain – second read-out of WT yeast gro inh, no call of its own (marks repeat the call); inhibition, %; mitochondrial fusion phenotypic screen, mutant strain inhibition
Dynein cargo inh cytoplasmic EGFP – second read-out of Dynein cargo inh, no call of its own (marks repeat the call); z-score; measured here: cytoplasmic GR-EGFP intensity; stronger effect = higher value
Dynein cargo inh nuclear GR-EGFP – also measured in Dynein cargo inh; calls as there; z-score; measured here: nuclear GR-EGFP intensity;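 lower value marks the stronger effect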
Dynein cargo inh cell count – also measured in Dynein cargo inh; calls as there; z-score; measured here: cell count per field
bCat nuc transl cell count 5 µM – also measured in bCat nuc transl; calls as there; cell count; measured here: cell count, cytotoxicity flag
T cell modulator vesicle-bound % – second read-out of T cell modulator, no call of its own (marks repeat the call); double positive events, %; measured here: CD8+ vesicle-bound cell fraction;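 binding gate set so that unloaded-vesicle control wells show 10% double positive cells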
MT stabilize HCS Hoechst-high % – second read-out of MT stabilize HCS, no call of its own (marks repeat the call); % Hoechst-high responders; measured here: nuclear condensation Hoechst responders;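 share of cells brighter than vehicle mean plus two SD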
MT stabilize HCS cytotoxicity % – also measured in MT stabilize HCS; calls as there; toxicity, %; measured here: cytotoxicity by cell density;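 0% = mean cell density of plate MIN control wells and 100% = no cells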
Autophagy mod cell loss 18 h – recorded beside Autophagy mod, whose call it bears; toxicity, %; measured here: cell loss, nuclei count;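 cell loss after 18 h compound exposure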
The depositor's hits bear a star; i = inactive; / = no result given; + = active, no number. Random draw from the library; any-hit rate near 4.4%.

SMILES	Autophagy mod	Autophagy mod cell loss 18 h	M1AAP inhibition	Yfh1-off respiration	P. falciparum M17LAP	Dynein cargo inh	Dynein cargo inh cytoplasmic EGFP	Dynein cargo inh nuclear GR-EGFP	Dynein cargo inh cell count	MT stabilize HCS	MT stabilize HCS Hoechst-high %	MT stabilize HCS cytotoxicity %	WT yeast gro inh	WT yeast gro inh mutant strain	bCat nuc transl	bCat nuc transl cell count 5 µM	T cell modulator	T cell modulator vesicle-bound %
CC(=O)c1cccc(CN2CCCC(CCC(=O)NCc3ccccc3F)C2)c1 (stereo unspecified)	i	25	3%	i	0%	0.71	-0.14	0.15	-0.45	3.8	1.2	0.5	7	10	-0.1	1034	i	58
COc1cc(/C(C)=N/NC(=O)CN2CCN(S(=O)(=O)c3ccc(C)cc3)CC2)ccc1O	/	/	4%	i	0%	-0.29	-0.21	0.51	-0.44	/	/	/	/	/	-0.7	1270	i	58
COC(=O)N/N=C/c1cn(CCCOc2ccccc2)c2ccccc12	i	2	3%	i	-7%	-0.39	-0.25	0.089	0.089	2.4	1.5	3.7	5	-8	-0.8	919	i	25
CCOC(=O)C(=CNc1ccc2c(c1)c1ccccc1n2CC)C(=O)OCC	/	/	6%	i	1%	0.26	-0.044	0.17	-0.1	/	/	/	/	/	-0.7	1283	i	45
O=C(NCc1nnc(SCc2ccc(C(F)(F)F)cc2)n1-c1ccccc1)C12CC3CC(CC(C3)C1)C2	i	1	4%	i	-9%	-0.28	-0.25	0.092	-0.019	3.8	1.4	5.6	72*	14*	2.0	1082	i	43
O=C(O)CCc1nc2cccnc2n1Cc1ccccc1	i	6	-1%	i	-9%	-0.22	-0.12	0.17	0.12	2.3	1.5	9.1	-3	8	0.3	1329	i	1
CCOC(=O)c1cc(-c2ccc(/C=N\n3cnnc3)o2)ccc1Cl	i	4	3%	i	8%	0.98	-0.28	0.36	-0.13	5.1	4.4	1.6	24	-20	21	503	i	26
CN(C)c1ccc(NC(=O)CN2CCC(O)(c3ccccc3)CC2)cc1	i	-4	8%	i	8%	-0.043	-0.19	0.11	0.66	1.4	1.1	5.4	-15	7	0.5	1056	i	14
Cc1ccc(Cl)cc1N1CCN(C(=O)Cc2csc(Nc3nc(=S)[nH]c4ccccc34)n2)CC1	i	21	7%	i	-7%	-0.8	-0.27	-0.37	0.38	9.5*	33*	19*	-8	6	-0.9	1132	i	36
COc1cc(C(=S)N2CCOCC2)cc(OC)c1OC(=O)Cc1ccc(F)cc1	i	-10	7%	i	-17%	-0.55	-0.24	-0.74	0.47	3.7	2.6	7.9	14	14	1.5	915	i	6
CCCC(=O)C1=C(O)C(C(=O)OC)C(C)(C)CC1=Nc1cccc2ccccc12 (stereo unspecified)	i	-6	14%	i	-10%	0.21	-0.28	0.087	0.038	4.5	1.7	2.0	37	2	-2.7	525	i	18
OC(CN1CCOCC1)CN(c1ccccc1)c1ccccc1 (stereo unspecified)	i	-14	3%	i	2%	-1.5	-0.22	-0.5	1.6	4.5	2.2	4.7	-2	9	-3.9	974	/	/
CCOC(=O)c1c(O)c2ccccc2oc1=O	/	/	4%	i	3%	-0.22	-0.3	-0.37	0.67	/	/	/	/	/	-1.9	1158	i	26
COc1ccc(C2C(C#N)=C(N)OC3=C2C(=O)CCC3)cc1OC (stereo unspecified)	i	-8	-2%	i	12%	0.59	-0.2	0.67	-1.1	1.9	0.8	4.9	7	-4	0.5	1583	i	41
O=C(NC1CCS(=O)(=O)C1)c1cn(-c2ccccc2)nc1-c1ccccc1 (stereo unspecified)	i	4	4%	i	-4%	0.94	-0.36	0.25	-0.39	3.3	1.7	6.3	-12	5	-2.3	1056	i	57
CCCC(=O)O[C@@H]1C[C@@H](C)N(C(=O)c2ccccc2)c2ccc(C)cc21	i	0	-3%	i	-3%	-0.37	-0.084	0.051	0.65	1.7	1.7	15	12	-5	-4.4	1002	i	37
C1=C(c2ccccc2)N2CCN=C2S1	i	-5	-6%	i	24%	0.077	-0.21	0.081	0.24	3.8	2.4	6.6	8	3	-0.6	1149	i	38
COCCNC(=O)CS(=O)Cc1nc(-c2ccc(OC)cc2)oc1C (stereo unspecified)	+	18*	6%	i	4%	0.085	-0.11	0.29	-0.25	4.1	3.4	4.6	11	4	/	/	i	15
C/C=C(/C)C(=O)Nc1cccc(C2=NOC3(C2)C[C@@H](C(N)=O)N(C(=O)[C@H]2CCC(=O)N2)C3)c1 (stereo partly specified)	/	/	0%	i	-1%	-0.57	-0.61	-0.42	0.81	/	/	/	/	/	-0.5	1189	i	47
Cc1cc(C)c2cc(C)c(SCC(=O)NCc3ccco3)nc2c1	i	-1	/	i	/	-0.27	-0.27	0.21	0.63	2.7	1.5	2.9	0	3	1.0	1072	i	65
COc1cc(C2C3=C(CC(C)(C)CC3=O)OC(N)=C2[N+](=O)[O-])ccc1O (stereo unspecified)	i	10	6%	i	1%	-0.83	-0.1	-0.36	-0.59	4.3	2.4	6.1	-16	10	-3.2	1299	i	60
O=C(CSc1nc2ccccc2c(=O)n1-c1ccccc1)N1CCN(CCO)CC1	i	7	-6%	i	-4%	-0.55	-0.25	0.06	-0.19	4.2	2.3	3.9	-1	-1	-0.9	1006	i	17
O=S(=O)(Nc1nc2ccccc2s1)c1ccc(Cl)nc1	/	/	-10%	i	2%	0.2	-0.3	-0.32	0.73	/	/	/	/	/	-2.3	1108	i	47
COc1cc(NC(=O)c2ccco2)c(OC)cc1NC(=O)CCC(=O)Nc1cccc(C)c1C	i	3	13%	i	0%	0.95	-0.2	0.82	-0.47	2.2	1.7	9.6	/	/	-2.5	963	i	52
Cc1ccc2ncnc(NCCCCCC(=O)O)c2c1	i	0	-2%	i	14%	0.57	1.7	0.91	-2.3	2.4	1.8	1.9	12	-6	0.9	1547	i	40

Next compounds:
SMILES	Autophagy mod	Autophagy mod cell loss 18 h	M1AAP inhibition	Yfh1-off respiration	P. falciparum M17LAP	Dynein cargo inh	Dynein cargo inh cytoplasmic EGFP	Dynein cargo inh nuclear GR-EGFP	Dynein cargo inh cell count	MT stabilize HCS	MT stabilize HCS Hoechst-high %	MT stabilize HCS cytotoxicity %	WT yeast gro inh	WT yeast gro inh mutant strain	bCat nuc transl	bCat nuc transl cell count 5 µM	T cell modulator	T cell modulator vesicle-bound %
COc1cc(C(=O)n2nc(C)cc2C)ccc1O	i	28	7%	/	20%	1.7	-0.25	1.2	-0.42	1.9	1.0	8.8	-11	-21	0.2	1193	i	43
O=C(CN1C(=O)NC2NC(=O)NC21)N/N=C/c1ccccc1O (stereo unspecified)	i	-1	4%	i	13%	0.4	-0.26	-0.13	-0.26	3.9	1.7	6.2	-11	8	-2.8	1070	i	40
CCOC(=O)N1CCN(C(=O)CCSc2ccccc2)CC1	i	12	3%	i	-2%	2.5	-0.44	1	-0.81	4.1	1.3	9.9	20	10	-1.0	1126	i	26
COc1ccc(CN2C3CCCC2CC(NC(=O)/C=C/c2ccccc2)C3)cc1 (stereo unspecified)	+	7.5*	4%	i	9%	-0.62	-0.1	-0.31	0.76	2.2	1.1	2.0	-2	-7	1.2	1014	i	39
CC(=O)c1ccc(-c2cc([C@H]3[C@H]4C=CC[C@@H](C)[C@@H]4C(=O)N3Cc3ccccc3)ccc2F)cc1	/	/	5%	i	-2%	-0.052	-0.81	0.13	-0.11	/	/	/	/	/	-1.7	1179	i	63
COc1ccc(C2CC(=O)c3c(C)nc(N4CCN(Cc5ccccc5)CC4)nc3C2)cc1OC (stereo unspecified)	i	9	-2%	i	2%	-0.53	-0.23	-0.16	1	3.4	1.8	8.1	-7	5	-0.3	811	i	48
CC1CCN(CC(=O)NC(=O)NCc2ccccc2)CC1	i	-6	13%	i	-5%	0.29	-0.27	-0.094	-0.69	3.1	2.2	3.9	-1	-16	/	/	i	6
Cc1occc1-c1nnc(SCC(=O)c2ccc(F)cc2)o1	i	13	-1%	i	-4%	0.27	-0.22	0.53	-0.65	3.2	1.8	6.2	12	-7	-2.4	1089	i	34
Cc1cccc(-c2nc(CS(=O)CC(=O)N3CCCCC3)c(C)o2)c1 (stereo unspecified)	i	8	20%	i	6%	-0.1	-0.14	0.16	0.047	2.3	4.1	5.4	16	-2	/	/	i	22
